ALOX12 inhib – qHTS Assay for Inhibitors of 12-hLO (12-human lipoxygenase) | hit rate 0.12% among 150,000 | purified 12-hLO, xylenol orange hydroperoxide absorbance | Potency, µM (top dose mostly 57.1 µM), inactives show at the top dose activity change, negative = inhibition, usual class: inhibitors | Polyunsaturated fatty acid lipoxygenase ALOX12 (Homo sapiens), P18054; further: potency means the concentration at half of the fitted maximal effect; nearly all actives have a fitted effect of over 55% in size; many of its hits are not listed in these tables
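Purified human 12hLO (150 nM final) was preincubated with compounds for 15 min at room temperature in 25 mM Hepes pH 7.0, 0.01% Triton X-100, then reacted with 40 uM arachidonic acid for 30 min. Hydroperoxide was detected with ferrous iron/xylenol orange.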
PNC assembly inh – High Content Assay for Compounds that inhibit the Assembly of the Perinucleolar Compartment. PC3M PTB-GFP, PNC prevalence imaging, 16 h; hits give low values. activity change (PNC), negative = inhibition, % at 10 µM. hit rate 3.1% among 140,000. AID 2417, 2010;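 active means readout at or below -70, meaning at least 70% loss of cells showing the perinucleolar compartment, a nuclear body marking cancer cells; inconclusive means readout between -30 and a set limit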;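 further: plate controls were DMSO wells for no effect and camptothecin positive control wells for full effect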
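PC3M cells stably expressing PTB-GFP, 750–1000 cells/well, treated 16 h at 37 °C with compound (23 nl of library stock), in duplicate. After paraformaldehyde fixation and Hoechst stain, imaged at 20x; PNC prevalence scored by image analysis.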
15-hLO-2 inh – qHTS Assay for Inhibitors of 15-hLO-2 (15-human lipoxygenase 2). Potency, µM (doses to about 57.1 µM), for the others: at the highest dose activity change, negative = inhibition, hits mostly inhibitors. purified 15hLO-2, xylenol orange hydroperoxide absorbance. hit rate 0.56% among 110,000; further: potency means the concentration at half of the fitted maximal effect; nearly all actives have a fitted effect of over 60% in size; many of its hits are not listed in these tables
Target sequence (O15296 whole entry, looked up): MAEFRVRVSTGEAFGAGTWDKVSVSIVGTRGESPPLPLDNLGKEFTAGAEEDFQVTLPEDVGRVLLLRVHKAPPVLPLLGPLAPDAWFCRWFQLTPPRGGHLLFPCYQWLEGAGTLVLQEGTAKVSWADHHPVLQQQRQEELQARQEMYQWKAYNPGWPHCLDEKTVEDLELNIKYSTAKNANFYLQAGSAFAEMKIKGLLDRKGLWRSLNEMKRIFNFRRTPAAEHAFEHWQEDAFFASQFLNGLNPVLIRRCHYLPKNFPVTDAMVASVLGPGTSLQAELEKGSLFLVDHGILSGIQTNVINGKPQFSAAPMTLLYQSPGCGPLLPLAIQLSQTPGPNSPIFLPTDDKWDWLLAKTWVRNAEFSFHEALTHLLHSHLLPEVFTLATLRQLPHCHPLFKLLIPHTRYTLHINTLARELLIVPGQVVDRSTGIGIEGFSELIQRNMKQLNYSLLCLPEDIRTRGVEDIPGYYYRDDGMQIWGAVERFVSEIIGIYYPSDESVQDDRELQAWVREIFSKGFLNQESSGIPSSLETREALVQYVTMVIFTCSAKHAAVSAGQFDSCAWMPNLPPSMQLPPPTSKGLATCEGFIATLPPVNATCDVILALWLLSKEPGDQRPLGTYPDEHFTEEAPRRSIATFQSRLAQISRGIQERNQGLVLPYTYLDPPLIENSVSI
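Purified human 15hLO-2 (50 nM final) preincubated with compounds 15 min at room temperature in 25 mM Hepes pH 7.5, 0.01% Triton X-100, then 45 uM arachidonic acid added for 90 min; hydroperoxide detected via ferrous/xylenol orange, 573/405 nm absorbance ratio.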
IMPase cell inh – qHTS Assay for Identifying the Cell-Membrane Permeable IMPase Inhibitors. CHO-M1 cells, IP1 accumulation, HTRF TR-FRET ratio. AID 901, 2007. Inositol monophosphatase 1 (Rattus norvegicus), P97697. inhibition (IP1 accumulation), % at 46.1 µM. 120,000 tested, under 10 active; active means well fitted curve in the direction sought with a large enough effect in the signal ratio, not every such curve was filed as active; inconclusive means small, poorly fitted or top-dose-only effect, or a change in a side signal; inactive means no such curve, though single readings can be large or run the other way; the % refers to the signal ratio;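 further: cells stimulated with carbachol in lithium chloride buffer; plate controls were DMSO basal wells for no effect and reference inhibitor wells for full effect; higher means more IMPase inhibition seen as more IP1 and lower FRET ratio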
Target sequence (P97697 whole entry, looked up): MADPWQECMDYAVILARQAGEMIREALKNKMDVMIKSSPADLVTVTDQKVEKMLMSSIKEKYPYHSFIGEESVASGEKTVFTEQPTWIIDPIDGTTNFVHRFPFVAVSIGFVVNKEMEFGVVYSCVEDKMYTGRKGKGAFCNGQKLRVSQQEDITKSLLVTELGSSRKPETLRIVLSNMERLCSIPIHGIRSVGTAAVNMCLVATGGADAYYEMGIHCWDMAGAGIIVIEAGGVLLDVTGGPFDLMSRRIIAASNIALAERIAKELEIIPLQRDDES
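Measured: the HTRF emission ratio (665/620 nm) plus the 620 nm donor channel, each fitted to the Hill equation to give AC50. Cells were CHO-M1 given compounds up to 46 uM and a 30 min carbachol stimulation at 37C.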
Numbers without * were called inactive; ? = inconclusive; . = not tested or not shown; & = joins results of further samples; [ ] = another dose, or the depositor's remark. Unless noted, the call rests on the fitted dose curve; in most records, active means well fitted curve in the direction sought with a large enough effect; inconclusive means small, poorly fitted or top-dose-only effect, or another doubt; inactive means no such curve, though single readings can be large; an effect the other way counts as inactive or inconclusive. Unless noted, on the % scale 0 is the no-effect control and ±100 the full control effect. These rows are one share of the data; count on the stated rates, not on these rows.

SMILES | ALOX12 inhib | PNC assembly inh | 15-hLO-2 inh | IMPase cell inh
CC[C@@H](CO)NC(=O)[C@@H]1C=C2c3cccc4c3c(cn4C)C[C@H]2N(C)C1 | -3% | ? | . | .
CCCC(C)C1(CC)C(=O)NC(=O)NC1=O (stereo not drawn) | -4% | . | -1% | .
C[C@]12CC[C@@H](O)C[C@@H]1CC[C@@H]1[C@@H]2CC[C@]2(C)C(=O)CC[C@@H]12 | -1%[0.00818 µM] | . | -10%[0.0915 µM] | .
CC(C)CCON=O | -1% | . | -6% | .
CC(=O)Nc1ccc(OC(=O)N2CCCCC2)cc1 | 2% | -6 | -1% | 7
CN(C)C1=C(C#N)C(c2ccccc2)=NP(N(C)C)(N(C)C)=N1 | -1% | 4 | 3% | 2
O=c1[nH]c(=O)n(-c2ccccc2)c(O)c1/C=C/C=Nc1ccccc1 | -8% | 6 | . | -4
Cc1ccc(-n2c(O)c(C=NC3CCCCC3N)c(=O)[nH]c2=O)cc1C (stereo not drawn) | -8% | 56 | 4% | 4
CCOc1ccccc1OCC(=O)Nc1ccc(Cl)cc1C(=O)c1ccccc1 | -4% | -19 | . | .
O=C(Cc1ccccc1)OC(COCc1ccccc1)CN1CCOCC1 (stereo not drawn) | -3% | 12 | 5% | 3
C=C(C)[C@]12C[C@@H](C)[C@@]34O[C@](Cc5ccccc5)(O[C@@H]1[C@@H]3C=C(COC(=O)Cc1ccc(O)c(OC)c1)C[C@]1(O)C(=O)C(C)=C[C@@H]41)O2 | -3%[0.00818 µM] | . | -8%[0.0915 µM] | .
O=C(Cl)c1ccccc1F | 1% | . | -4% | .
O=C(CN1CC(c2ccccc2)CC1=O)Nc1cccc(F)c1 (stereo not drawn) | -3% | 8 | . | .
O=C(NCc1ccc(C(=O)N2CCC3(CC2)OCCO3)cc1)c1ccc2c(c1)OCO2 | 0% | 7 | -9% | 3
CN(C)c1ccc(N(C)C)cc1 | -12% | . | -2% | .
CCCNC(=O)N1C2CCC1CC(O)(c1cccnc1)C2 (stereo not drawn) | -1% | 25 | 8% | 4
CCS(=O)CCSP(=O)(OC)OC (stereo not drawn) | 3% | . | 1% | .
Cc1ccc2c(CN3CC=C(c4ccccc4)CC3)cc(=O)oc2c1C | -5% | -29 | . | 5
N#CC(C#N)=Cc1ccc(O)c(O)c1 | ? | . | 13µM* | ?
Nc1cccc(Cl)c1 | 2% | . | -6% | .
CCC(C)C(=O)OC1C[C@@]2(C)C(c3ccoc3)OC(=O)CC23OC2(C)OC34C(OC(=O)C(C)C)[C@]3(O)C(OC(=O)C5(C)OC5C)[C@]5(C)CC3(O)[C@](C)(C5CC(=O)OC)C14O2 (stereo partly drawn) | -1% | . | 2% | .
CC(C(=O)Nc1ccc(Cl)cc1Cl)N1CC=C(c2ccccc2)CC1 (stereo not drawn) | -9% | 38 | . | 12
O=c1c(O)c(-c2ccc(O)c(O)c2)oc2c(O)c(O)cc(O)c12 | -5% | . | 1% | .
Cn1c(O)c(C=NCCN2CCN(C(=O)c3ccccc3)CC2)c(=O)n(C)c1=O | 4% | ? | -5% | -11
Cc1ccc(S(=O)(=O)CC(C)(O)C(=O)Nc2cccc(C(F)(F)F)c2)cc1 (stereo not drawn) | -4% | 8 | -4% | 1
CSCC[C@@H](N)P(C)(=O)O | 1%[11.4 µM] | . | 3%[11.4 µM] | .
Cc1ccc(OP(=O)(NCc2ccccc2)Oc2ccc(C)cc2)cc1 | -4% | -1 | . | .
CCCCCCCCn1sccc1=O | -21% | . | ? | .
c1cc2c(cc1[C@H]1OC[C@@H]3[C@H]1CO[C@H]3c1ccc3c(c1)OCO3)OCO2 | -2% | . | -4% | -2
CC1OC(C)OC(C)O1 (stereo not drawn) | 1%[0.00818 µM] | . | 18%[0.0915 µM] | .
CC(C)(C)[C@]1(O)C[C@@H]2OC(=O)C[C@@]23C(=O)O[C@@H]2OC(=O)[C@H](O)[C@]213 | -7%&-2% | 35 | 3% | -4
O=c1[nH]c(=O)n(Cc2ccccc2)c(O)c1C=NCCN1CCOCC1 | 6% | ? | 3% | 7
CN1CCN(S(=O)(=O)c2cnc(Cl)c(Br)c2)CC1 | 4% | -21 | . | 4
CN(C)c1ccc(N=O)cc1 | -5% | . | -19% | .
C=CCn1c(=O)c(C=Nc2cccc([N+](=O)[O-])c2)c(O)n(CCCC)c1=O | -4% | 27 | -6% | 3
COC(=O)C1(O)CC2OC1(C)n1c3ccccc3c3c4c(c5c6ccccc6n2c5c31)C(=O)NC4 (stereo not drawn) | -2%[0.00818 µM] | . | 0%[0.0915 µM] | .
CCCCC/C=C\C/C=C\C/C=C\C/C=C\CCCC(=O)NCCCC(=O)O | -9%[0.00818 µM] | . | ? | .
CSCCC(N=Cc1c(O)n(-c2ccc(F)cc2)c(=O)[nH]c1=O)C(=O)OC(C)(C)C (stereo not drawn) | -3% | 17 | 0% | -2
Cc1ccc(S(=O)(=O)N2CCCCC2)cc1NC(=O)CN1CC=C(c2ccccc2)CC1 | -3% | ? | . | .
CNCCc1c(C)n[nH]c1C | 4% | ? | 4% | -2

In another format: results already given
structure	ALOX12 inhib	PNC assembly inh	15-hLO-2 inh	IMPase cell inh
CN(C)c1ccc(N(C)C)cc1	-12%	.	-2%	.
CCCNC(=O)N1C2CCC1CC(O)(c1cccnc1)C2 (stereo not drawn)	-1%	25	8%	4

Remaining list, next part.
SMILES | ALOX12 inhib | PNC assembly inh | 15-hLO-2 inh | IMPase cell inh
CC(C)CCn1c(N)c(C(=O)OCC2CCCO2)c2nc3ccccc3nc21 (stereo not drawn) | -9% | 4 | -10% | -12
C[C@@]12CC[C@H]3[C@@H](CC[C@H]4C[C@@H](O)CC[C@]43C)[C@H]1CC[C@@H]2C(=O)C[C@H](O)C(F)(F)F | 3%[11.4 µM] | . | -14%[11.4 µM] | .
CCOC(=O)C(O)(c1cn(C)c2ccccc12)C(F)(F)F (stereo not drawn) | -4% | 1 | -5% | -6
CCOC(=O)[C@@]1(C#N)[C@@H]2C=CC(C(N)=O)=CN2[C@@H](C(N)=O)[C@@H]1c1cccc(Cl)c1 | -7% | ? | 1% | -8
O=C(Cc1ccc(Cl)c(Cl)c1)N1CCCC[C@H]1CN1CCCC1 | 1%&3% | . | 32%&8%[activator] | 5&11
O=C(O)c1cccc2c1NC(C(=O)O)C1CC(Sc3ccccc3[N+](=O)[O-])C(Cl)C21 (stereo not drawn) | ? | -27 | . | 11
COc1ccc(S(=O)(=O)Cc2ccc(C(=O)N3CCC4(CC3)OCCO4)o2)cc1 | 3% | 13 | -1% | -1
C#C[C@@]1(O)CC[C@@H]2[C@@H]3CCC4=CC(=O)CC[C@@]4(C)[C@H]3CC[C@]21C | 2%[25.6 µM] | . | 2%[25.6 µM] | -4[20.6 µM]
COC(=O)c1c(C)ccc2c(O)c3c(cc12)C(=O)c1c2c(cc(O)c1C3=O)[C@@]1(C)O[C@@](C)(O2)[C@@H](O)[C@H](N(C)C)[C@H]1O | -4%[11.4 µM] | . | -4%[11.4 µM] | .
CC1CC[C@]2(NC1)OC1CC3C4CC=C5CC(O)CC[C@@]5(C)C4CC[C@]3(C)C1C2C (stereo partly drawn) | -4% | . | 5% | .

4 of the compounds above, field by field:
O=C(Cc1ccc(Cl)c(Cl)c1)N1CCCC[C@H]1CN1CCCC1
  ALOX12 inhib: 1%&3%
  PNC assembly inh: .
  15-hLO-2 inh: 32%&8%[activator]
  IMPase cell inh: 5&11

O=C(O)c1cccc2c1NC(C(=O)O)C1CC(Sc3ccccc3[N+](=O)[O-])C(Cl)C21 (stereo not drawn)
  ALOX12 inhib: ?
  PNC assembly inh: -27
  15-hLO-2 inh: .
  IMPase cell inh: 11

COc1ccc(S(=O)(=O)Cc2ccc(C(=O)N3CCC4(CC3)OCCO4)o2)cc1
  ALOX12 inhib: 3%
  PNC assembly inh: 13
  15-hLO-2 inh: -1%
  IMPase cell inh: -1

C#C[C@@]1(O)CC[C@@H]2[C@@H]3CCC4=CC(=O)CC[C@@]4(C)[C@H]3CC[C@]21C
  ALOX12 inhib: 2%[25.6 µM]
  PNC assembly inh: .
  15-hLO-2 inh: 2%[25.6 µM]
  IMPase cell inh: -4[20.6 µM]

More records follow:
SMILES | ALOX12 inhib | PNC assembly inh | 15-hLO-2 inh | IMPase cell inh
Clc1cccc(Cl)c1CN1CCN(c2ccccc2)CC1 | -6% | 21 | -4% | 6
Fc1ccc(NC2=NCCS2)cc1Cl | 2% | 35 | 13% | 4
CCOP(=O)(OCC)C(CC)N1CCOCC1 (stereo not drawn) | 1% | 10 | 0% | -2
Cc1n[nH]c(C)c1CCN | -1% | -25 | 6% | -9
COC(=O)CC1(CC(=O)OC)C(=O)NC(=O)NC1=O | -4% | -5 | 1% | 2
CCc1c(C)nc(N)nc1N1N=C1SC | 0% | 5 | 10% | 5
C=CC[C@]1(O)CCC2C3CCC4=CCCCC4C3CCC21C (stereo partly drawn) | -4%[0.00818 µM] | . | -5%[0.0915 µM] | .
CC(C)(c1ccccc1)c1ccc(O)cc1 | -9% | . | -10% | .
CCC(CC)C1C(C#N)=C(N)Oc2c1c(=O)oc1ccccc21 (stereo not drawn) | -18% | ? | . | 5
Cc1cc(OC(=O)CCCNC(=O)OC(C)(C)C)c2c3c(c(=O)oc2c1)CCC3 | -2% | -10 | 2% | 4
FC(F)(F)c1nc2ccc(SSc3ccc4nc(C(F)(F)F)[nH]c4c3)cc2[nH]1 | -1%[11.4 µM] | . | -23%[11.4 µM] | .
O=P(CN1CCN(c2ccccc2)CC1)(N1CCCCC1)N1CCCCC1 | 3% | ? | -1% | 9
Nc1c(Br)cc([N+](=O)[O-])cc1[N+](=O)[O-] | -4% | . | -16% | .
O/N=C1/C(=C\c2ccccc2)N2CCC1CC2 | -3% | -10 | -4% | 6
COc1c(C(C)(C)C)cc([N+](=O)[O-])c(C)c1[N+](=O)[O-] | -2% | . | 0% | .
Cc1sc2ncn(CC(=O)NCC(=O)N3CCC4(CC3)OCCO4)c(=O)c2c1C | 1% | ? | 1% | 4
C[C@@]12CC[C@H](O[C@@H]3O[C@H](CO)[C@@H](O)[C@H](O)[C@@H]3O)C[C@@H]1CC[C@H]1[C@H]2CC[C@@]2(C)[C@@H](C3=CCOC3=O)CC[C@]12O | -4%[11.4 µM] | . | -1%[11.4 µM] | .
CC(C)NCC(O)c1ccc(C2CCCC2)cc1 (stereo not drawn) | 3% | ? | . | .
Cc1ccc(-n2c(O)c(C=Nc3ccc(S(=O)(=O)N(C)C)cc3)c(=O)[nH]c2=O)cc1 | -5% | ? | -1% | -7
COc1ccc(CCNC(C)CCc2ccc(OC)cc2)cc1 (stereo not drawn) | -9% | ? | 51%[activator] | 7
CCCCn1c(NS(=O)(=O)c2ccc(C)cc2)c(C(=O)OCC)c2nc3ccccc3nc21 | 3% | -27 | . | .
C[N+]12CCC(CC1)C(C(O)(c1ccccc1)c1cccs1)C2 (stereo not drawn) | 0% | 25 | 7%[11.4 µM] | 15[1.84 µM]
CCOC(=O)C(NC(=O)CC)(Nc1ccc(C(O)(C(=O)OCC)C(F)(F)F)cc1C)C(F)(F)F (stereo not drawn) | 0% | ? | 17% | 3
C=CC#N | -6% | . | -10% | .
O=C(O)C1C2CCC(O2)C1C(=O)NC1CCCCC1 (stereo not drawn) | 1% | 13 | . | .

Screening data as filed in PubChem.
